Compound activity from PubChem BioAssay.
CHRM5 agonist: agonists of human muscarinic M5 receptor (CHRM5) | P08912 | CHO-K1 hM5 cells, Fluo-8 calcium fluorescence; 0% DMSO wells, 100% maximal acetylcholine response | activation, % at 3 µM | 360,000 compounds, 0.19% hits;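 active = activation above the run's mean over test compounds plus 3 SD, cut at about 23% in these data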;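 note: signal is peak over basal fluorescence ratio across the kinetic read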
Target sequence (P08912 whole entry, looked up): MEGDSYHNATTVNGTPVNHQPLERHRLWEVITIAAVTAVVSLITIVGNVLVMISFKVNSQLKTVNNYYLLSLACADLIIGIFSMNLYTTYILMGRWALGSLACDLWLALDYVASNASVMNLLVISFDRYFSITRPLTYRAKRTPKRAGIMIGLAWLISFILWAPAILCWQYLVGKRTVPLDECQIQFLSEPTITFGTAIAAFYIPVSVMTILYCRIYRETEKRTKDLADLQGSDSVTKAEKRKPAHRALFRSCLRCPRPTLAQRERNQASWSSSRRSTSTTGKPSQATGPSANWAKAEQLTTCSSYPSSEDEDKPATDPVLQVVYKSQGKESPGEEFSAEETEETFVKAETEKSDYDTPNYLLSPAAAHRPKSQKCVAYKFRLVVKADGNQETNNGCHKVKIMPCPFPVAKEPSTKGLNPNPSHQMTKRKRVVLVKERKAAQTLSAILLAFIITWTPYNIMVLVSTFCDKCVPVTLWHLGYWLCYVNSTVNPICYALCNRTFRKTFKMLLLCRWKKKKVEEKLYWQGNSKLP
CHRM1 agonist: human M1 muscarinic receptor agonism; CHO-K1 hM1, Fluo-8 calcium fluorescence, agonist mode; 0% DMSO, 100% acetylcholine EC100; activation, % at 3 µM; 360,000 compounds, 0.33% hits; AID 588814;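 active = activation above the run's mean compound activation plus 3 SD, cut at about 16% in these data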;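 note: peak over basal fluorescence ratio within a 140 s kinetic read after compound addition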
M5 PAM: potentiates acetylcholine response at human M5 receptor. P08912. 360,000 compounds, 0.3% hits. activation, % at 3 µM. AID 624038. CHO-K1 hM5, Fluo-8 calcium, ACh EC20 PAM; 0% = ACh EC20, 100% = ACh EC100;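 active = activation above the run cutoff, the mean activation of all test compounds plus 3 SD, cut at about 18% in these data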
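Replicates: One well per compound, no replicates | System: Human M5 receptor in CHO-K1 cells | Benchmarks: Low control EC20 acetylcholine (0%), high control EC100 acetylcholine (100%) | Probe or stimulus: Acetylcholine, EC20 level | Times: Fluo-8 loading 80 min at 37 °C plus 30 min room temperature | Signal: Intracellular calcium via Fluo-8 fluorescence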
CHRM1 antagonist: antagonists of human M1 muscarinic receptor | P11229 | CHO-K1 hM1, Fluo-8 calcium fluorescence, ACh EC80 antagonist | inhibition, % at 3 µM | 360,000 compounds, 1.3% hits | AID 588852;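 active = percent inhibition above its own plate's cutoff, namely the mean of that plate's compound wells plus 3 SD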;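 note: peak over basal fluorescence ratio during 140 s after agonist addition; 0% = ACh EC80 plus DMSO and 100% = DMSO alone without agonist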
CHRM4 antagonist: antagonists of human muscarinic M4 receptor (CHRM4) | P08173 | CHO-hM4 cells, ACh EC80, Fluo-8 calcium fluorescence | inhibition, % at 3 µM | 360,000 compounds, 0.73% hits | AID 624125;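 active = inhibition above its plate's cutoff, the mean inhibition of sample wells plus 3 SD, cut at about 27% in these data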;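 note: 0% = acetylcholine EC80 with DMSO and 100% = DMSO without agonist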
M4 ag: agonists of human muscarinic M4 receptor (CHRM4). P08173. CHO-K1 hM4/Gqi5, Fluo-8 calcium fluorescence; vehicle 0%, full acetylcholine response 100%. activation, % at 3 µM. 360,000 compounds, 0.14% hits. AID 624127;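 active = activation above the run mean over all test wells plus 3 SD, cut at about 32% in these data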;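 note: peak over basal fluorescence ratio per well then scaled between controls; 0% = DMSO wells and 100% = acetylcholine at EC100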
CHRM5 antagonist: antagonists of human muscarinic M5 receptor (CHRM5) | P08912 | CHO-hM5 cells, Fluo-8 calcium fluorescence, ACh EC80 | inhibition, % at 3 µM | 360,000 compounds, 0.59% hits | AID 624040;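 active = inhibition above a per-plate cutoff, the mean of that plate's test compounds plus 3 SD, cut at about 27% in these data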;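 note: 0% = acetylcholine EC80 with DMSO and 100% = DMSO without agonist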
TAAR1 ag: human TAAR1 agonism | CHO RD-HGA16 TAAR1, Fluo-8 calcium fluorescence; vehicle wells 0%, saturating PEA agonist 100% | activation, % at 3 µM | 360,000 compounds, 0.99% hits | AID 624467 | Q96RJ0;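 active = activation above the mean activation of all test compounds in the run plus 3 SD, cut at about 38% in these data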
Target sequence (Q96RJ0 whole entry, looked up): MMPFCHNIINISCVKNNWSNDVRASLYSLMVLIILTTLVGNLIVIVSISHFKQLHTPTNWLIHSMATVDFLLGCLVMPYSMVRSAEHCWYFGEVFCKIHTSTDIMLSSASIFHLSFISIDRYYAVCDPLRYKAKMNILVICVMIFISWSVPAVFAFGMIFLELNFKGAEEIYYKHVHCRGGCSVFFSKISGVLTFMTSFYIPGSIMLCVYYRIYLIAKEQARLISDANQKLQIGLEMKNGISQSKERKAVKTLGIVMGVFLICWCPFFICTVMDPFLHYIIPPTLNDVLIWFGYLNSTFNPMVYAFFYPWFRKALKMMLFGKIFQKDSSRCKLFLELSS
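Signal – calcium-sensitive Fluo-8 signal, excitation 470-495, emission 515-575 nm · System – RD-HGA16 (CHO) cells co-expressing Gα16 and hTAAR1 · Incubation – 17-24 h seeding, 75 min 37 °C dye, 30 min RT · Compound dosing – 3 µM single concentration · Repeats – no replicates (n 1)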
M1 PAM: human CHRM1 positive allosteric modulation | 360,000 compounds, 0.088% hits | P11229 | CHO-K1 hM1, Fluo-8 calcium fluorescence, ACh EC20; 0% = ACh EC20, 100% = maximal ACh | activation, % at 3 µM; in the data active = activation above about 19%, passing the limit was not always enough
* marks the source's active call; other numbers are inactive results; . = no result given.

SMILES	CHRM5 agonist	CHRM1 agonist	M5 PAM	CHRM1 antagonist	CHRM4 antagonist	M4 ag	CHRM5 antagonist	TAAR1 ag	M1 PAM
CCOc1ccc(N2C(=O)C3C(c4ccccc4)=NN(c4ccccc4)C3C2=O)cc1 (stereo not drawn)	1	-4	-1	-7	7	0	1	1	11
Cc1nc2ccc(OC(=O)c3ccccc3)cc2s1	3	1	8	-23	4	0	1	9	27
CCCN(CCC)CCCNC(=O)c1cc2c(=O)[nH]c3ccccc3c2n1C	-1	-5	3	-1	11	0	-2	0	6
COc1ccc(C(=O)NC(=S)N2CCN(C)CC2)cc1Br	-4	-9	-1	-6	-9	1	-3	12	3
CN1CC(=O)N(CC(=O)Nc2ccc(SC(F)F)cc2)C1=O	-6	-5	4	-9	-1	1	3	1	6
O=C(CSc1nc2ccccc2[nH]1)Nc1nc(-c2ccc(Br)cc2)cs1	-7	-13	-2	-5	6	5	4	2	12
CCOC(=O)Cc1cc(=O)c2cc(C)ccc2[nH]1	-1	-2	-3	-2	5	1	13	0	2
COc1cc(C(=O)N2CCN(C3CCCCC3)CC2)cc(OC)c1OC	1	-7	4	-11	3	1	-7	1	6
O=C(CNC(=O)c1ccccc1F)NC1=NCCS1	-4	-3	2	-17	-2	1	1	0	12
CN1CCN(C(=O)c2cccc(-c3cc(O)c4ncccc4c3)c2)CC1	2	6	6	-8	-10	3	6	1	21
COc1ccc(NC(=O)c2ccccc2N(Cc2ccccc2)S(C)(=O)=O)cc1	0	-5	-8	5	-2	1	11	9	5
COc1ccc(C(=O)NCC(c2ccco2)N2CCCC2)cc1S(=O)(=O)N1CCCCC1C (stereo not drawn)	-2	-9	0	6	9	0	-1	11	-4
O=C(NC1CCCC1)C(c1ccncc1)N(C(=O)Cc1cccs1)c1cccc(F)c1 (stereo not drawn)	-2	-2	-9	0	-2	0	21	0	2
COc1ccc(NC(=O)c2sc(=S)[nH]c2N)cc1	-1	-2	4	-22	-1	1	-3	2	7
CCOC(=O)c1c(NC(=O)C2COc3ccccc3O2)sc2c1CC(C)(C)NC2(C)C (stereo not drawn)	-4	-6	-5	4	-4	7	5	15	-5
Cc1oc(-c2ccccc2Cl)nc1CN1CCCC1c1ccc(F)cc1 (stereo not drawn)	2	-9	6	0	1	-1	-7	-2	4
COc1ccc(NC(=O)CN2C(=O)c3ccccc3S2(=O)=O)cc1S(=O)(=O)N1CCOCC1	-4	-1	7	0	1	1	5	1	6
COc1ccc(Nc2nc(-c3ccccc3O)nc3ccccc23)cc1	-4	-5	-3	3	2	2	4	-1	1
CC(C)(C)c1ccc(OCC(=O)N/N=C/c2ccc(N3CCOCC3)cc2)cc1	-4	-7	-7	1	6	3	7	1	0
Cc1ccc([N+](=O)[O-])cc1N=C1C(=O)Nc2ccccc21	-6	-1	-1	-12	2	1	8	1	17
Cc1cc(C)nc(N2CCCC(C(=O)Nc3cc(F)ccc3C)C2)n1 (stereo not drawn)	-1	-13	-2	-3	-3	-1	5	1	2
CCCCCc1ccc(-c2cn(CCCOCc3ccccc3)nn2)cc1	-4	-4	-5	-14	-17	1	6	-1	8
COc1ccc(-c2oc3ccc(-c4ccc(OC)nc4)cc3c2C#CC2(O)CCCCC2)cc1	4	-5	8	-2	-20	0	-2	1	3
Fc1ccc(N/N=C/c2ccncc2)c(F)c1	-2	-6	1	1	-6	1	-9	10	3
CCOc1ccc(CC(=O)NCc2ccc3c(c2)cc(C)n3C)cc1	0	-6	-2	-6	-5	7	1	1	1
C/C(=N\NC(=O)c1ccn(C)n1)c1cccc(NC(=O)c2ccncc2)c1	2	-5	-5	-3	-9	1	-3	1	0
CCNC(=O)n1nccc1C(C)Oc1cccc(C(F)(F)F)c1 (stereo not drawn)	-5	-7	-2	-9	4	-3	6	3	5
CN(c1ncc(C(F)(F)F)cc1Cl)n1cc(C(=O)O)c2ccccc2c1=O	-7	-4	0	3	4	1	-4	0	-3
Cc1cc(C)n(C(=O)c2cc3c(s2)CCCC3)n1	-2	-3	0	-15	1	0	8	10	-3
CC[C@@]12C(=O)N(c3ccc(OC)cc3)C(=O)N1[C@H](c1ccc(Cl)cc1)[C@@H]1C(=O)N(C3CCCCC3)C(=O)[C@@H]12	1	0	0	-5	-5	2	3	10	11
CC(=O)c1ccc(-n2nncc2C(C)(C)C)cc1	0	-6	-4	9	8	0	2	14	-5
CC(C)Cn1c(N)c(C(=O)CSc2ncn[nH]2)c(=O)n(C)c1=O	3	-2	-3	-4	10	6	3	2	3
CCOC(=O)Cc1cnc(N)s1	1	-1	4	-6	-6	0	3	0	11
CC1(C(=O)NS(=O)(=O)C2CC2)CCCN(C(=O)c2ccc3c(c2)OCO3)C1 (stereo not drawn)	-2	-3	-2	1	-11	1	-11	0	4
C=CCn1c(NC(=O)c2ccccc2Cl)c(C#N)c2nc3ccccc3nc21	5	4	-12	1	1	7	6	16	0
O=C(O)c1cccc(NC(=O)c2cccc(S(=O)(=O)Nc3cccc([N+](=O)[O-])c3)c2)c1	5	-1	5	-16	3	0	6	1	11
COc1ccc(C2c3c(ncn(Cc4ccco4)c3=N)Oc3ccc4ccccc4c32)cc1 (stereo not drawn)	-9	-8	-18	0	-9	0	4	6	-6
COc1ccc(-c2ccc(S(=O)(=O)NCC3CCCO3)cc2)cc1 (stereo not drawn)	4	0	-3	-10	-6	5	-2	.	2
CC(OC(=O)CCc1nc2ccccc2c(=O)[nH]1)C(=O)NCc1ccc2c(c1)OCO2 (stereo not drawn)	0	-4	0	5	-2	3	1	4	4
CCOC(=O)c1sc(N)nc1C(C)C	0	-1	-2	-33	0	0	2	5	3
COCCCNC(=O)C[C@@H]1C[C@@]2(C(=O)OC)CCCCC=C2N(Cc2ccc(Cl)cc2Cl)C1=O	2	.	-17	.	8	7	10	5	.
COc1ccc(N(CC(=O)NCc2ccc3c(c2)OCO3)C(=O)CCC(=O)Nc2ccccn2)cc1	0	-5	-4	6	4	1	0	-1	-7
CCN(CCCNC(=O)CNC(=O)Cn1cnc2ccccc2c1=O)c1ccccc1	-1	-6	-3	-12	-2	0	-7	13	-5
C=C(C)CNC(=S)N/N=C(\C)c1ccc(OC)cc1	0	-7	1	-8	-8	0	-11	2	6
Cc1ccc(-c2noc(=O)n2CC(=O)Nc2ccc(S(=O)(=O)NC3CC3)cc2)cc1	2	0	1	1	12	3	0	28	6

A draw from above in order of SMILES length, smallest number first.
SMILES	CHRM5 agonist	CHRM1 agonist	M5 PAM	CHRM1 antagonist	CHRM4 antagonist	M4 ag	CHRM5 antagonist	TAAR1 ag	M1 PAM
CCOC(=O)Cc1cnc(N)s1	1	-1	4	-6	-6	0	3	0	11
CCOC(=O)c1sc(N)nc1C(C)C	0	-1	-2	-33	0	0	2	5	3
CC(=O)c1ccc(-n2nncc2C(C)(C)C)cc1	0	-6	-4	9	8	0	2	14	-5
Cc1cc(C)n(C(=O)c2cc3c(s2)CCCC3)n1	-2	-3	0	-15	1	0	8	10	-3
C=C(C)CNC(=S)N/N=C(\C)c1ccc(OC)cc1	0	-7	1	-8	-8	0	-11	2	6
COc1ccc(-c2ccc(S(=O)(=O)NCC3CCCO3)cc2)cc1 (stereo not drawn)	4	0	-3	-10	-6	5	-2	.	2
CC(C)Cn1c(N)c(C(=O)CSc2ncn[nH]2)c(=O)n(C)c1=O	3	-2	-3	-4	10	6	3	2	3
CCN(CCCNC(=O)CNC(=O)Cn1cnc2ccccc2c1=O)c1ccccc1	-1	-6	-3	-12	-2	0	-7	13	-5
CN(c1ncc(C(F)(F)F)cc1Cl)n1cc(C(=O)O)c2ccccc2c1=O	-7	-4	0	3	4	1	-4	0	-3
CC1(C(=O)NS(=O)(=O)C2CC2)CCCN(C(=O)c2ccc3c(c2)OCO3)C1 (stereo not drawn)	-2	-3	-2	1	-11	1	-11	0	4
Cc1ccc(-c2noc(=O)n2CC(=O)Nc2ccc(S(=O)(=O)NC3CC3)cc2)cc1	2	0	1	1	12	3	0	28	6
COc1ccc(N(CC(=O)NCc2ccc3c(c2)OCO3)C(=O)CCC(=O)Nc2ccccn2)cc1	0	-5	-4	6	4	1	0	-1	-7
O=C(O)c1cccc(NC(=O)c2cccc(S(=O)(=O)Nc3cccc([N+](=O)[O-])c3)c2)c1	5	-1	5	-16	3	0	6	1	11
COCCCNC(=O)C[C@@H]1C[C@@]2(C(=O)OC)CCCCC=C2N(Cc2ccc(Cl)cc2Cl)C1=O	2	.	-17	.	8	7	10	5	.
CC[C@@]12C(=O)N(c3ccc(OC)cc3)C(=O)N1[C@H](c1ccc(Cl)cc1)[C@@H]1C(=O)N(C3CCCCC3)C(=O)[C@@H]12	1	0	0	-5	-5	2	3	10	11

Additional results
SMILES	CHRM5 agonist	CHRM1 agonist	M5 PAM	CHRM1 antagonist	CHRM4 antagonist	M4 ag	CHRM5 antagonist	TAAR1 ag	M1 PAM
COc1ccc(-c2[nH]ncc2CN2CCC(O)(c3ccc(Cl)cc3)CC2)cc1	-6	-1	-2	-13	4	4	14	6	5
O=C(NC1CCCC1)c1nc(-c2ccco2)oc1-c1ccccc1	-1	.	-5	.	-2	7	7	-1	.
COC(=O)Nc1cc(C)nc2ccccc12	1	0	-1	-7	7	1	0	2	6
O=C(COC(=O)c1cc(S(=O)(=O)N2CCOCC2)cs1)c1ccccc1	0	-4	-6	3	-13	2	6	6	-2
Cc1cc(C)n(-c2ccc(C(=O)OCC(=O)Nc3ccccc3F)cc2)n1	2	0	-8	-5	-14	14	4	8	4
COc1ccccc1CNS(=O)(=O)c1c(C)[nH]c(C)c1C(=O)N1CCCC1	-5	-1	-1	-5	3	0	7	2	10
CC1CCCN(S(=O)(=O)c2ccc3[nH]c(=O)cc(C(=O)NCCCN4CCCCCC4)c3c2)C1 (stereo not drawn)	-3	-9	1	-5	4	0	2	0	5
CCCN1CCN(C(=O)c2ccc(CS(=O)c3ccc(F)cc3)o2)CC1 (stereo not drawn)	-5	-4	-2	-5	1	0	2	1	1
CCCCn1c(N)c(N(CC(C)C)C(=O)c2cnccn2)c(=O)[nH]c1=O	-3	-4	-2	-5	-18	2	-6	1	7
CCCCN(C(=S)Nc1ccc(F)cc1)c1c(N)n(CCC)c(=O)[nH]c1=O	-4	-6	7	-9	6	0	10	2	6
CCc1ccccc1NC(=O)CCc1nc(-c2cccs2)no1	-5	-6	-5	2	-18	1	-5	12	1
Cc1sc2ncn(CC(=O)NCCCC(=O)N3CCC(C)CC3)c(=O)c2c1C	-2	-4	-4	3	-3	0	14	12	1
Cc1ccc(-c2cc(C(=O)NCCCN3CCOCC3)no2)cc1	1	-5	2	-18	1	6	1	9	12

Only part of the results is shown (hit frequency here may not be typical).
